From PubChem BioAssay
UBC9 SUMO inh = inhibitors of in vitro SUMOylation cascade, primary screen, biochemical, HTRF, uHTS; SUMO-conjugating enzyme UBC9 (Homo sapiens), P63279; HTRF SUMOylation assay, SAE1/SAE2 + UBC9; inhibition, % at 35 µM; actives 0.36% (n = 290,000); AID 2006, 2009; in the data active means inhibition above about 50%, passing the limit was not always enough; further: strong numbers were not always called active
Target sequence (P63279 whole entry, looked up): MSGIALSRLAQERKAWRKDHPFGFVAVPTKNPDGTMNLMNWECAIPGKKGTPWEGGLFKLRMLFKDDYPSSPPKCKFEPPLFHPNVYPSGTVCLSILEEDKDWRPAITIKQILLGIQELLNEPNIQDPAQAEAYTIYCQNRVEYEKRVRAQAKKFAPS
IDE cell inh = human IDE inhibitors in live cells, primary screen, fluorescence polarization, HEK cells, FAbetaB substrate | Insulin-degrading enzyme (Homo sapiens), P14735 | FAbetaB cleavage | inhibition, % at 5.59 µM | actives 0.41% (n = 320,000) | AID 434962, 2010;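 active means percent inhibition above the average of all tested compounds plus 3 SD, set per screening campaign, cut at about 16% in these data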;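 further: IDE supplied by intact live HEK cells; FP after avidin binding of uncleaved biotin substrate so inhibition keeps polarization high; 0% = DMSO wells and 100% = 60 µM reference IDE inhibitor Ii1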
IDE act = human IDE activators in live cells, primary screen, fluorescence polarization, HEK cells, FAbeta-B substrate; FAbeta-B cleavage; 0% vehicle, 100% cell-free pure enzyme wells; actives 0.073% (n = 340,000); activation, % at 5.96 µM; AID 493087, 2011; Insulin-degrading enzyme (Homo sapiens), P14735;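 active means activation above the mean of all tested compounds plus 3 SD, set per screening campaign, cut at about 17% in these data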
pCIP destab = p/CIP-EGFP fusion destabilizers, primary screen, fluorescence, F442A cells | actives 0.01% (n = 290,000) | Q05BA5 | 16 h | decrease of EGFP signal, % at 10 µM;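 active means EGFP signal decrease of at least 30% at 10 µM or well 3 SD below plate mean, unless failing retest; inactive means the rest, including hits failing retest or dose response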; further: some compounds called inactive have numbers as strong as hits; many of its hits are not listed in these tables
GalR3 antag = GalR3 antagonists in HEK293 cells, primary screen, cell-based, fluorescence readout; HEK293 GalR3-CNG cAMP membrane potential fluorescence; galR3 body fused to GalR1 C-terminus; Galanin receptor type 3 (Homo sapiens), O60755; actives 0.44% (n = 360,000); inhibition, % at 3 µM;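 active means inhibition above the screen-wide average plus 3 SD, cut at about 13% in these data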;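 further: forskolin and galanin both at EC90 stimulate the cells; cAMP rise reported by CNG channel membrane potential dye signal; 0% = forskolin plus galanin with DMSO and 100% = forskolin alone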
Target sequence (O60755 1-299 limits assumed): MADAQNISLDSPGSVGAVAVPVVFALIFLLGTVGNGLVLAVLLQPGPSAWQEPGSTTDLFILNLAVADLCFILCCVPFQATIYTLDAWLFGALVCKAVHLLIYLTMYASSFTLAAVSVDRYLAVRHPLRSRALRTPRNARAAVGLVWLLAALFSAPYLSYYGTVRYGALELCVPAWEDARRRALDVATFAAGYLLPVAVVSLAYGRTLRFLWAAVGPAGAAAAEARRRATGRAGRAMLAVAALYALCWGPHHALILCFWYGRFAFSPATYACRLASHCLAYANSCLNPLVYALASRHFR
IMP-1 inhibitor = IMP-1 metallo-beta-lactamase inhibitors, primary screen, biochemical, epi-absorbance readout, Pseudomonas aeruginosa enzyme; metallo-beta-lactamase IMP-1 (Pseudomonas aeruginosa); purified IMP-1, nitrocefin hydrolysis, epi-absorbance fluorescence; inhibition, % at 5.6 µM; actives 0.45% (n = 290,000);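 active means inhibition above the mean plus 3 SD of all compounds in the same screening run, cut at about 4.5% in these data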;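 further: 0% = IMP-1 with DMSO and 100% = DMSO wells lacking enzyme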
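System: purified recombinant IMP-1 beta-lactamase. Medium: Zinc- and detergent-supplemented HEPES buffer, pH 7.1. Compound: one 5.6 µM dose […]. Schedule: 15 min preincubation plus 25 min reaction at 25 °C. Technique: Epi-absorbance fluorescence, 480 nm excitation, 530 nm emission.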
NS3 helicase inh = inhibitors of HCV NS3 helicase, primary screen, biochemical, Cy5 molecular beacon fluorescence; Hepatitis C virus NS3 helicase; NS3 helicase DNA unwinding; inhibition, % at 10.9 µM; actives 0.56% (n = 290,000); AID 1800, 2009;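 active means inhibition above the mean of all tested compounds plus 3 SD, set per campaign, cut at about 35% in these data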;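 further: 0% = DMSO wells and 100% = thioflavine S control wells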
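Control set: DMSO versus 110 µM thioflavine S; Material: NS3 helicase fragment of HCV; Measured by: Cy5 fluorescence at 0 and 60 min, beacon hairpin quenching; Read-out basis: percent inhibition from t60/t0 fluorescence ratio; Times: reaction time 60 min, 25 °C; Repeats: single replicate; Compound dosing: single dose, 10.9 µM nominal final, DMSO 0.8% final.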
CRFBP-R2 block = antagonists of CRF-BP/CRF-R2 complex, primary screen, cell-based, HEK293, calcium dye fluorescence, uHTS; CRF-induced calcium fluorescence; actives 0.59% (n = 350,000); inhibition, % at 11.8 µM;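 active means inhibition of the ligand-induced calcium signal above about 50% at the single tested concentration, limit read from the data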
VIM-2 inh = VIM-2 metallo-beta-lactamase inhibitors, primary screen, biochemical, epi-absorbance readout, Pseudomonas aeruginosa enzyme. purified VIM-2, nitrocefin hydrolysis, epi-absorbance fluorescence. inhibition, % at 5.6 µM. actives 0.89% (n = 290,000). AID 1527, 2009;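 active means inhibition above the mean of all tested compounds plus 3 SD, cutoff set per screening run, cut at about 7.5% in these data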;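 further: red hydrolysis product quenches plate fluorescence so inhibitors raise well fluorescence; 0% = enzyme with DMSO and 100% = DMSO without enzyme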
Active calls of the source: *; / = no result given; & = joins results of further samples.

Below each compound – UBC9 SUMO inh	CRFBP-R2 block	NS3 helicase inh	GalR3 antag	VIM-2 inh	pCIP destab	IDE act	IMP-1 inhibitor	IDE cell inh
(1) CC1(C)ON(C2CCCCC2)[C@H]2c3nc4ccccc4n3C[C@H]21
    -5	-2	4	-7	-1.3	3	3	-4.2	-4
(2) CN(CC(=O)Nc1ccc(F)c(F)c1F)C(=O)CCCc1nc2ccccc2c(=O)[nH]1
    /	7	/	-5	/	/	5	/	0
(3) Cc1nc(CC(=O)N/N=C/c2ccc(OCC(=O)O)cc2)cs1
    2	-11	-4	-3	-2.5	-1	-1	-0.7	2
(4) CCN(CC)C(=O)C(Sc1ccccc1)c1ccccc1 (centres undefined)
    0	10	15	-5	-1.2	-3	4	0.0	2
(5) Cc1ccccc1CN1CCN(C(C)C(=O)NCc2ccccc2)CC1 (centres undefined)
    -10	-1	3	-8	-2.7	3	3	-3.8	-2
(6) CC12CCC(O)CC1=CCC1C2CCC2(C)C1CCC21CCC(=O)O1 (centres undefined)
    20	-4	1	1	-3.1	-4	0	-4.0	13
(7) Cc1cccc(C)c1NC(=O)/C(C#N)=C/c1ccsc1
    5	-79	-1	1	-4.2	-3	7	-3.4	-3
(8) COC(=O)c1ccc2c(=O)[nH]c(CSc3nc(C)cs3)nc2c1
    -11	-16	6	-6	-1.4	-1	-5	-2.5	5
(9) CC(C)(C)OC(=O)NC(Cc1ccccc1)C(=O)NC(CSC1CCCCO1)C(=O)NN (centres undefined)
    4	-12	-7	-8	1.6	1	4	0.2	4
(10) CCOC(=O)c1cc(C(=O)Nc2sc3c(c2C#N)CCCC3)nn1C
    1	-6	11	0	-3.4	-16	-3	-3.4	1
(11) Cc1nnc(Sc2nc3c(c(=O)[nH]c(=O)n3C)n2Cc2ccccc2)s1
    8	0	/	/	/	-3	2	/	2
(12) O=C(c1ccc(S(=O)(=O)N2CCCCC2)cc1)N1CCN=C1SCc1cccnc1
    -2	12	5	2	-1.4	-12	6	-1.6	3
(13) O=C(O)CCC(=O)NNC(=O)COc1cccc(Cl)c1
    4	10	4	-3	-3.1	4	1	-1.5	2
(14) O=C(OCC(=O)N1CCN(C(=O)c2ccco2)CC1)c1ccccc1OCc1ccc(Cl)cc1
    17	0	1	-3	-0.9	-13	5	-0.7	4
(15) COC(=O)/C=c1\[nH]c2nnc(C)n2c1=O
    18	-2	2	-3	-2.5	0	-2	-2.2	5
(16) CC(C)(C)OC(=O)C(C)(C)O/N=C(\C(=O)O)c1csc(N)n1
    35	4	2	2	-3.6	-12	6	-3.3	2
(17) Cc1cccc(-n2nnnc2SCC(=O)NCC2CCCO2)c1 (centres undefined)
    30	4	5	-4	0.3	-10	5	-1.9	-1
(18) Cn1c(N)c(C(=O)COC(=O)C2CC(=O)N(Cc3ccccc3)C2)c(=O)n(C)c1=O (centres undefined)
    -14	-11	2	5	0.1	5	7	-0.2	11
(19) CC1CCCN(C(=O)c2nn(C)c3c2CSc2ccccc2-3)C1 (centres undefined)
    -1	6	32	/	-2.0	-14	-3	-2.2	1
(20) COc1ccc(NS(=O)(=O)c2cccc(C(=O)NNC(=O)CNC(=O)c3ccccc3F)c2)cc1
    /	-3	/	-1	/	/	0	/	4
(21) Cc1ccc(-n2c3c(cc(C(=O)NC4CCSC4=O)c2=O)C(=O)CCC3)cc1 (centres undefined)
    7	5	-3	-1	1.1	-6	4	-1.5	-1
(22) O=C(Oc1c(Cl)cc(Cl)c2cccnc12)c1cccs1
    -3	-3	14	-5	-1.3	2	4	-1.1	-2
(23) CCC(=O)N=c1sc2cc([N+](=O)[O-])ccc2n1CCOC
    7	20	14	1	-2.2	-3	0	-4.5	-2
(24) CCOc1ccc(CCNC(=O)c2ccc(CS(=O)Cc3cccc(Cl)c3)o2)cc1 (centres undefined)
    10	2	-7	-8	-1.0	2	-8	-0.8	2
(25) Cc1cccc(NC(=O)CSc2ccc(-c3ccc4c(c3)OCO4)nn2)c1C
    8	25	-10	-10	-0.2	-12	-2	-5.5	5
(26) CCOC(=O)CNC(=O)c1c(C)nn(-c2ccccc2)c1Cl
    5	12	3	-2	0.8	-8	4	0.1	-2
(27) Fc1ccc(NC(=S)NCCN2CCOCC2)c(F)c1F
    12	-7	9	-5	-2.9	0	4	-2.4	-7
(28) CCCCNc1c(-c2ccc(SC(C)CC)cc2)nc2ccccn12 (centres undefined)
    /	-2	/	-8&-8	/	/	6	/	-3
(29) Cc1ccc(C(=O)N/C(=C\c2cn(C)c3ccccc23)C(=O)N2CCOCC2)cc1
    1	-6	-3	-6	-3.6	0	5	-1.0	5
(30) CN(C)c1ccc(/C=N/NC(=O)c2ccc(NC(=O)c3ccccc3)cc2)cc1
    20	16	-22	0	-1.9	-2	1	-1.4	0

Structures listed so far that have two or more sulfur atoms (3):
Below each compound – UBC9 SUMO inh	CRFBP-R2 block	NS3 helicase inh	GalR3 antag	VIM-2 inh	pCIP destab	IDE act	IMP-1 inhibitor	IDE cell inh
(8) COC(=O)c1ccc2c(=O)[nH]c(CSc3nc(C)cs3)nc2c1
    -11	-16	6	-6	-1.4	-1	-5	-2.5	5
(11) Cc1nnc(Sc2nc3c(c(=O)[nH]c(=O)n3C)n2Cc2ccccc2)s1
    8	0	/	/	/	-3	2	/	2
(12) O=C(c1ccc(S(=O)(=O)N2CCCCC2)cc1)N1CCN=C1SCc1cccnc1
    -2	12	5	2	-1.4	-12	6	-1.6	3

The list continues:
Below each compound – UBC9 SUMO inh	CRFBP-R2 block	NS3 helicase inh	GalR3 antag	VIM-2 inh	pCIP destab	IDE act	IMP-1 inhibitor	IDE cell inh
(31) CN=C1S/C(=C\c2ccc(Sc3ccc(Cl)cc3)o2)C(=O)N1C
    12	/	12	/	-0.8	-5	/	-1.4	/
(32) C#Cc1ccc([C@H]2C=C(C(=O)OCC=C)O[C@@H](OCC)[C@@H]2CCCO)cc1
    -2	10	-5	3	-2.4	-9	2	-2.7	4
(33) COc1cc(C(=O)N/N=C/c2ccc(OC(=O)c3cccc(C)c3)cc2)ccc1O
    -13	-11	-8	1	-2.1	-12	-10	-2.7	/
(34) Cc1ccccc1NC(=O)Cc1nc(COC(=O)Cc2c(F)cccc2Cl)cs1
    /	6	/	-8	/	/	-4	/	-4
(35) COc1cc(NC(=O)c2ccc(C)cc2C)ccc1NC(=O)c1cccs1
    11	10	-2	-9	-0.1	0	3	-1.7	2
(36) CC(OC(=O)c1ccc(Cl)c(S(=O)(=O)N2CCc3ccccc32)c1)C(=O)Nc1ncc(Cl)cc1Cl (centres undefined)
    14	47	0	-3	-1.5	-2	2	-3.2	4
(37) O=C(CSc1nc(-c2ccccc2)cs1)Nc1nccs1
    23	-4	0	-5	-6.5	-14	9	-5.1	3
(38) CCCCCCn1c(=O)c(-c2ccccc2)c(O)c2ccccc21
    18	-14	8	-3	1.3	-12	0	-0.8	0
(39) O=C1CCCN1C(=O)CSc1nnnn1-c1cccc(F)c1
    /	-8	/	-3	/	/	1	/	1
(40) Cc1cc(Nc2ccc(Cl)cc2)n2nnnc2n1
    28	-26	3	-2	-3.5	-9	2	-2.6	6
(41) COc1nc(Nc2ccc(OC)c(Cl)c2)nc(OC)n1
    -3	1	-5	5	4.9	-5	-1	-3.8	-3
(42) C=CCN1C(=O)CN=C1Nc1cccc(C)c1
    20	21	-4	-4	-2.6	-7	5	-0.2	-4
(43) COc1ccc(NC2c3ccccc3C(=O)N2c2cccnc2)cc1 (centres undefined)
    16	-1	-14	4	-2.0	-4	-4	-4.0	-4
(44) COc1ccc(N2CCC(CNS(=O)(=O)c3cccc(C(F)(F)F)c3)C2)cc1 (centres undefined)
    -13	-22	-1	-2	-2.4	-2	10	-1.8	2
(45) CCN(Cc1ccncc1)C(=O)c1cccc(S(=O)(=O)N2CCOCC2)c1
    2	0	-1	-3	-3.5	-13	1	-4.0	10
(46) COc1ccccc1-c1cc(C(=O)N2CCN(S(=O)(=O)c3ccc(C)cc3)CC2)[nH]n1
    -15	3	-18	-2	-2.4	1	-8	-3.9	3
(47) CC1=C2C(CCS2(=O)=O)CC2(C1)C(=O)OC(C)(C)OC2=O (centres undefined)
    26	1	-2	-3	-0.3	6	2	0.4	-2
(48) O=C(Nc1nc(-c2cccnc2)cs1)c1ccccc1[N+](=O)[O-]
    -2	1	-11	2	-0.4	11	6	-0.2	0
(49) O=C(COC(=O)c1ccncc1)c1ccc(Cl)c(Cl)c1
    2	1	-2	1	-3.2	-16	1	-2.2	7
(50) CCOC(=O)N1CCN(Cc2nc(-c3cccc(Cl)c3)no2)CC1
    17	0	9	-5	0.8	-6	1	-2.2	7
(51) COCCN1C(=O)N[C@@H](c2cccc(F)c2)C(C(=O)OC)=C1C
    19	-6	/	2	/	-9	1	/	0
(52) O=C(CSCc1ccc([N+](=O)[O-])cc1)Nc1ccc(S(=O)(=O)N2CCCCCC2)cc1
    8	-133	-8	-5	0.8	-10	-3	-1.0	4
(53) C=CCN(C(=O)CCC(=O)O)C1CC(=O)N(c2ccc(OC)cc2)C1=O (centres undefined)
    -8	10	4	-1	-4.0	-7	0	-3.5	-6
(54) Cc1ccc(OCCCC(=O)N2CCOCC2)cc1
    -8	-9	-4	-2	-2.1	-7	-2	-3.2	-6
(55) COc1cccc(N(C(=O)Cc2cccs2)C(C(=O)NC2CCCC2)c2ccncc2)c1 (centres undefined)
    6	10	0	-4	-1.1	-3	-1	0.2	-7
(56) CS(=O)(=O)c1ccc(NC(=O)C2CC(=O)N(c3ccc4c(c3)OCCO4)C2)cc1 (centres undefined)
    /	4	/	-2	/	/	8	/	3
(57) Cc1cc(=O)[nH]c(SCC(=O)N2CCC(Cc3ccccc3)CC2)n1
    -2	2	2	-4	-1.4	-7	2	-2.4	5
(58) Cc1cccc(NC(=O)C(=O)NCCc2c[nH]c3ccccc23)c1C
    10	-27	7	-4	3.0	3	3	-1.8	-7
(59) Cc1nnc(SC(C)C(=O)Nc2ccc(S(=O)(=O)N3CCCCCC3)cc2)s1 (centres undefined)
    14	-15	-4	-2	1.4	4	3	1.6	8
(60) CC(C)CCCC(C)CCOC(=O)CN1CCCC1 (centres undefined)
    6	14	3	-4	-4.9	9	3	-3.5	-2
(61) C/C(Cn1cnc([N+](=O)[O-])n1)=N\NC(=O)c1ccc(O)cc1O
    22	2	14	-2	-8.4	-8	-1	-4.2	0
(62) COc1ccc(O)c(C2=Nc3ccccc3N=C(c3cccs3)C2)c1
    19	-13	0	-1	1.8	-16	8	-2.3	-1
(63) CCCCN(C)C(=O)C1CCC(CNS(=O)(=O)c2ccc3c(c2)CC(C)N3C(C)=O)CC1 (centres undefined)
    12	5	2	-6	-1.5	-7	5	-3.7	2
